p53 reactivation – qHTS assay for re-activators of p53 using a Luc reporter. H1299 p53-A138V BP100-luciferase reporter, luminescence, 24 h. Potency, µM (highest dose often 92.2 µM), without a hit: at the top dose activity change, positive = activation, actives largely listed as activators. 320,000 tested, 0.063% active; also: % of control where 0% means no effect; nearly all actives have a fitted effect of over 45% in size
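p53-null H1299 cells stably carrying temperature-sensitive p53-A138V and a BP100-luciferase reporter were pinned with compounds (4-point, 1:5 series) and held 24 hrs at 37 deg C. Luminescence was read 10 min after detection reagent.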
Rab9 promoter act – qHTS Assay for Rab9 Promoter Activators. Huh7 Rab9 promoter-luciferase reporter, luminescence, 24 h. Potency, µM (series often up to 9.22 µM), for inactives: at the highest dose activation, negative = inhibition, usual class: activators. 320,000 tested, 2.8% active; also: % of control where 0% means no effect; nearly all actives have a fitted effect of over 60% in size
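Cell-based reporter: Huh7 stable for Rab9 promoter-driven luciferase, plated in reduced-serum medium with 10% FBS at 1500 cells/well, compound-treated 24 h at 37 °C, luminescence read after 10 min reagent.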
VP16 counter – VP16 counterscreen qHTS for inhibitors of ROR gamma transcriptional activity. Potency, µM (titrated, usually from 53.6 µM), for the others: at the top dose activity, negative = inhibition, usual class: inhibitors. 310,000 tested, 3.5% active. Drosophila S2 Gal4-VP16 UAS-luciferase, luminescence, 20 h. AID 2546, 2010;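 also: Gal4-VP16 expression switched on by copper sulfate through the metallothionein promoter; % is scaled to controls: 0 for no effect and ±100 for the full control effect; nearly all actives have a fitted effect of over 50% in size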
ELG1 genotoxic – qHTS screen for small molecules that induce genotoxicity in human embryonic kidney (HEK293T) cells expressing luciferase-tagged ELG1; Potency, µM (series often up to 46 µM), for the others: at the highest dose activity change, positive = activation, hits mostly activators; HEK293T ELG1-luciferase reporter, luminescence, 16 h; 330,000 tested, 1.3% active; AID 504466, 2011; also: % of control where 0% means no effect; nearly all actives have a fitted effect of over 60% in size
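Screening used a luciferase reporter fused to human ELG1 in HEK293T cells. Luminescence was read on a CCD plate imager after 16 hr exposure and 30 min ONE-Glo incubation.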
MLL CXXC-DNA inh – qHTS Fluorescence Polarization Assay for Inhibitors of MLL CXXC domain - DNA interaction; Histone-lysine N-methyltransferase 2A (Homo sapiens), Q03164; MLL-CXXC / FITC-HOXA9 DNA fluorescence polarization; Potency, µM (series often up to 115 µM), for the others: top-dose activity change, negative = inhibition, hits mostly inhibitors; 290,000 tested, 0.037% active; active = well fitted inhibition curve with a large enough effect in the polarisation, with a control signal flat, not every such curve was filed as active; inconclusive = small, poorly fitted or top-dose-only effect, or effect the other way, or a change in a side signal; inactive = no such curve, though single readings can be large or run the other way; the % refers to the polarisation
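Fluorescence polarization: 7 uM MLL-CXXC (stock) preincubated 5 min with compounds, then 50 nM fluorescein-HOX-A9 DNA (stock) added; 30 min ambient. Buffer 50 mM Tris-HCl pH 7.5, 50 mM NaCl, 1 mM DTT, 0.05% BSA.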
RORg inh – qHTS for inhibitors of ROR gamma transcriptional activity; Nuclear receptor ROR-gamma (Mus musculus), P51450; 310,000 tested, 5.4% active; Drosophila S2 Gal4-RORgamma UAS-luciferase reporter, 20 h; Potency, µM (doses to about 53.6 µM), inactives show at the highest dose activity change, negative = inhibition, hits mostly inhibitors; also: % is scaled to controls: 0 for no effect and ±100 for the full control effect; nearly all actives have a fitted effect of over 60% in size
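Using a luciferase readout, inhibitors were identified by reduced reporter activity in Drosophila cells coexpressing a copper-inducible Gal4–ROR gamma fusion and UAS-driven Photinus luciferase, incubated 20 hr after 700 uM copper sulfate.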
NPC1 prom act – qHTS Assay for NPC1 Promoter Activators; 320,000 tested, 2.4% active; Huh7 NPC1 promoter luciferase reporter, 24 h; Potency, µM (series often up to 9.22 µM), without a hit: top-dose activation, actives largely listed as activators;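 also: % of control where 0% means no effect; nearly all actives have a fitted effect of over 60% in size; reporter is driven by a mutant NPC1 promoter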
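Readout is luciferase luminescence, reflecting NPC1 promoter activation in stably transfected Huh7 cells after 24 h compound exposure at 37 °C in reduced-serum medium with 10% FBS.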
MBNL1 CUG block – qHTS Assay for Inhibitors of MBNL1-poly(CUG) RNA binding; TR-FRET MBNL1-His/biotin-(CUG)12 binding, 665/545 ratio; Potency, µM (highest dose often 57.5 µM), inactives show top-dose activity change, negative = inhibition, most hits filed as inhibitors; 280,000 tested, 0.036% active; active = well fitted inhibition curve with a large enough effect in the signal ratio, with a control signal flat, not every such curve was filed as active; inconclusive = small, poorly fitted or top-dose-only effect, or effect the other way, or a change in a side signal; inactive = no such curve, though single readings can be large or run the other way; the % refers to the signal ratio; also: % is scaled to controls: 0 for no effect and ±100 for the full control effect
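Inhibition of protein-RNA binding appears as loss of TR-FRET between terbium anti-His antibody on MBNL1-His and streptavidin-XL665 on biotin-(CUG)12. Activity is normalized to buffer-only and uninhibited-complex controls.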
uPA generation – qHTS for Inhibitors of Cell Surface uPA Generation. cell surface uPA generation assay, qHTS. Potency, µM (series often up to 38.3 µM), without a hit: at the top dose activity change, negative = inhibition, most hits filed as inhibitors. 330,000 tested, 0.31% active; active = well fitted inhibition curve with a large enough effect; inconclusive = small, poorly fitted or top-dose-only effect; inactive = no such curve, though single readings can be large or run the other way; tested in mouse RAW 264.7 cells; also: % is scaled to controls: 0 for no effect and ±100 for the full control effect; nearly all actives have a fitted effect of over 55% in size
BRCA1 expr act – qHTS Assay to Identify Small Molecule Activators of BRCA1 Expression; 380,000 tested, 1.1% active; Potency, µM (highest dose often 46.1 µM), for the others: at the top dose activation, usual class: activators; MCF7-BRCA1-FFLuc reporter, luminescence, 48 h; response scale: scaled: vehicle 0%, 10 µM genistein 100%; AID 624202, 2012; also: nearly all actives have a fitted effect of over 80% in size; some results filed as inactive show a strong effect at the top dose
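Cells: MCF7-BRCA1-FFLuc, 2000/well. Exposure: 48 h, 37 °C, 5% CO2. Read: luminescence, 15 min post-substrate. Controls: genistein 10 microM (maximal activation), DMSO (neutral).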
FLuc modulator – qHTS profiling assay for firefly luciferase inhibitor/activator using purifed enzyme and Km concentrations of substrates (counterscreen for miR-21 project); Luciferin 4-monooxygenase (Photinus pyralis), P08659; purified FLuc, Km substrates, luminescence inhibition; Potency, µM (highest dose often 57.5 µM), for the others: top-dose activity change, negative = inhibition, actives largely listed as inhibitors; 360,000 tested, 6.9% active; AID 588342, 2011;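 also: plate controls were vehicle for no effect and reference inhibitor for full effect; nearly all actives have a fitted effect of over 55% in size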
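Biochemical qHTS of compounds, final roughly 60 µM downward over six points, against 10 nM purified firefly luciferase using Km concentrations of substrates (10 uM D-luciferin, 10 uM ATP) in Tris acetate pH 7.5 buffer; luminescence output.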
An asterisk follows results filed as active; ? = inconclusive; . = no result given; [ ] = remark or other dose. Unless noted, calls follow the shape of the dose curve; as a rule, active = well fitted curve in the direction sought with a large enough effect; inconclusive = small, poorly fitted or top-dose-only effect, or another doubt; inactive = no such curve, though single readings can be large; an effect the other way counts as inactive or inconclusive. Potency is read from the fitted curve at half-maximal effect. Not all compounds are listed. The share of hits here may be higher or lower than overall.

SMILES	p53 reactivation	Rab9 promoter act	VP16 counter	ELG1 genotoxic	MLL CXXC-DNA inh	RORg inh	NPC1 prom act	MBNL1 CUG block	uPA generation	BRCA1 expr act	FLuc modulator
CC(NC(=O)COC(=O)C1=NN(c2ccccc2)C(=O)CC1)c1ccccc1 (stereo not drawn)	15%	-3%	.	3%	.	.	-2%	.	0%	-5%	0%
COCCNC(=O)CN1C(=O)CSc2ccc(S(=O)(=O)N3CCOCC3)cc21	2%	3%	-8%	0%	43%[activator]	-13%	-4%	0%	3%	19%	-1%
Cc1ccc(C)n1NC(=O)c1ccc(Cl)cc1	0%	-4%	0%	-2%	22%	-31%	-1%	2%	-1%	-38%	3%
CCc1cc2c(N[C@@H](Cc3ccccc3)C(=O)O)ncnc2s1	4%	3%	-8%	-2%	1%	-9%	0%	2%	0%	-18%	3%
COc1ccc(C(=O)CC(=O)c2ccccc2O)cc1OC	1%	-4%[1.84 µM]	6%[10 µM]	?	6%	7.1µM*	11%	8%	-6%	13µM*	?
COc1cc(/C=N/NC(=O)c2ccccc2O)ccc1OCC(=O)Nc1ccccc1	.	1%	?	4%	-1%	?	11%	3%	-15%	9%	-4%
Cc1ccc(-c2cc(C(F)F)n3ncc(C(=O)NN4CCCCC4)c3n2)cc1	-10%	-11%	-7%[10 µM]	-1%	3%	-11%	-10%	3%	2%	-2%	2%
CCC/C(O)=C1\C(=O)CC(c2ccccc2)CC1=NCCc1c(C)[nH]c2ccc(C)cc12 (stereo not drawn)	-9%	-4%	-7%	3%	38%[activator]	2%	-7%	7%	13%	-14%	5%
CC1CC(C)(C)CC2(C1)NC(=O)N(CC(=O)Nc1ccc3[nH]c(=O)[nH]c3c1)C2=O (stereo not drawn)	-6%	-5%	.	1%	.	.	2%	.	6%	0%	3%
Cc1cccc(C)c1NC(=O)Cn1c(=O)n(CCC(=O)NCc2ccco2)c(=O)c2sccc21	7%	-3%	-14%	-3%	-2%	3%	0%	15%	.	3%	0%
COc1ccc(C)cc1NC(=O)CCC(=O)Nc1nnc(C(F)(F)F)s1	0%	1%	-11%	2%	5%	5%	0%	5%	.	1%	-1%
CCCn1c(Sc2nc3c(c(=O)[nH]c(=O)n3C)n2CCC)nc2c1c(=O)[nH]c(=O)n2C	-6%	5%	-4%	-1%	-10%	-13%	5%	-2%	-7%	-1%	5%
CCCC(c1nnnn1Cc1cccs1)N1CCN(C)CC1 (stereo not drawn)	4%	1%	-19%	0%	5%	3%	-2%	-4%	1%	-1%	-12%
CCc1noc(C)c1C(=O)Nc1nc2ccc(F)cc2s1	21%	?	.	9%	.	.	?	.	-4%	66%	17µM*
CN(c1ccc(C(=O)Nc2cccnc2)cc1)S(=O)(=O)c1ccc(Cl)cc1	-5%	-2%	-9%	-3%	2%	?	1%	2%	5%	-10%	2%
C=CCNC(=S)NNc1nc(Nc2ccccc2)nc(N2CCCCC2)n1	-1%	-6%	?	-7%	6%	4µM*	-2%	16%	3%	-25%	3%
CCCCn1c(N)c(N(CCOC)C(=O)COC(=O)c2ccccc2OCC)c(=O)[nH]c1=O	9%	8%	-2%	3%	2%	3%	-1%	4%	9%	-17%	0%
Cc1cc2c(c(=O)n1CCCn1ccnc1)C(c1ccco1)C(C#N)=C(N)O2 (stereo not drawn)	0%	1%	-8%	-1%	-6%	20%	-4%	-8%	-4%	-10%	3%
Cc1ccccc1N(CC(=O)NCCc1ccccc1)C(=O)c1csnn1	-2%	-2%	-1%	-1%	41%[activator]	6%	2%	-1%	4%	-10%	2%
CCc1c(C)nc(N2CCN(c3ccccc3)CC2)[nH]c1=O	0%	8%	0%	0%	2%	?	-4%	-5%	21%	15%	-6%
NC(=O)CC(NSc1ccccc1[N+](=O)[O-])C(=O)O (stereo not drawn)	5%	21%	-3%	0%	-19%	6%	-2%	?	8%	0%	0%
CC(C)CN(CCCNC(=O)CC1Oc2ccccc2NC1=O)CC(C)C (stereo not drawn)	0%	0%	?	-1%	-2%	21%	0%	5%	.	11%	-1%
CCn1cc(CNCc2cn[nH]c2-c2cc3ccccc3o2)cn1	-2%	-12%	-11%	-4%	5%	28%	-6%	?	0%	-15%	3%
CC(C)[C@H](NC(=O)[C@@H]1Cc2ccccc2CN1C(=O)OC(C)(C)C)C(=O)NCc1ccco1	-1%	5%	9%	1%	-3%	8%	-3%	-4%	19%	-26%	-1%
CCCC(=O)Nc1ccc(-c2ccc(NC(=O)CCC)cc2)cc1	-8%	0%	-18%	1%	15%	21%	-1%	?	8%	-8%	5%
Cc1cccc2cc(CN(Cc3ccco3)S(=O)(=O)c3ccc4c(c3)OCCO4)c(=O)[nH]c12	-7%	17%	1%	-1%	0%	38%	7%	-3%	.	5%	?
Cc1cc(C)c(C#N)c(SCc2ccc([N+](=O)[O-])cc2)n1	3%	-6%	21%	4%	1%	4%	-4%	3%	2%	27%	5%
CCc1cc(C(=O)OC)c(NC(=O)CSc2nccn2C)s1	-11%	0%	5%	-1%	-5%	-25%	1%	3%	-2%	-12%	3%
Cc1ccc(C)c(S(=O)(=O)N2CCCOC2CNC(=O)C(=O)NCc2cccs2)c1 (stereo not drawn)	3%	0%	19%	-6%	-1%	-20%	0%	-1%	-3%	-41%	-1%
C/C(=N/NC(=O)C(O)(c1ccccc1)c1ccccc1)c1ccc([N+](=O)[O-])o1	6%	-2%	?	-6%	-6%	?	-1%	?	.	-74%	-7%
CCOc1ccc(S(=O)(=O)N2CCCC2)cc1	-2%	1%	5%	3%	4%	4%	-3%	-4%	.	5%	0%
Cc1ccccc1OC1CCN(C(=O)c2cc(COc3ccccc3)on2)CC1	2%	-7%	26%	-1%	13%	32%	3%	-7%	22%	-4%	-9%
O=C(Cc1c(F)cccc1Cl)Nc1ccccn1	.	16%	?	7%	15%	-14%	18%	1%	1%	43%	-8%
CC(C)Cc1nccs1	1%	0%	-7%	-10%	.	2%	-2%	.	4%	1%	0%
CCc1cc(C(=O)N2CCN(S(=O)(=O)c3ccc(Cl)cc3)CC2)sc1C	7%	-5%	.	-6%	.	.	-3%	.	-5%	-39%	0%
NS(=O)(=O)c1ccc(NNC(=O)c2ccccc2)cc1	7%	-3%	1%	0%	7%	13%	-3%	-4%	2%	0%	1%
Cc1ccc(S(=O)(=O)ON2C(=O)c3cccc4cccc(c34)C2=O)cc1	8%	1%	7%	3%	5%	?	0%	.	7%	-15%	?
Cc1ccccc1-c1nc(CS(=O)(=O)CC(=O)NCCCN2CCOCC2)c(C)o1	-9%	-1%	9%	2%	8%	-2%	-1%	1%	-1%	-3%	1%
Fc1ccc(-c2csc(=S)[nH]2)cc1	-5%	14%	2%	5%	6%	-43%	3%	0%	9%	5%	?
CCCNC(=O)c1ccc(N2CCC3(CC2)CC(c2cccc(Br)c2)=NO3)c(NC(=O)c2cccc(C)c2)c1	0%	0%	.	1%	.	.	-4%	.	4%	11%	-1%
COc1ccc(CN(C)C(=O)c2ccc(OCC(=O)Nc3cccc(C(F)(F)F)c3)c(OC)c2)c(OC)c1	-7%	-26%	.	?	.	.	-18%	.	-2%	-92%	1%
FC(F)(F)c1ccccc1C1C2=C(Nc3ncnn31)c1ccccc1CCC2 (stereo not drawn)	-3%	0%	4.5µM*	1%	2%	-151%	2%	5%	.	.	2%
O=C(NC1CCC(O)CC1)c1ccc(NS(=O)(=O)c2cccc([N+](=O)[O-])c2)cc1 (stereo not drawn)	4%	2%	.	1%	.	.	-5%	.	10%	-12%	-1%
COc1ccc(CCC(C)Nc2cccc(C)c2)cc1 (stereo not drawn)	0%	-1%	-9%	2%	-3%	24%	-3%	2%	.	-8%	3%
